P. falciparum M17LAP: P. falciparum M17LAP inhibitors, primary screen, biochemical, fluorogenic H-Leu-NHMec substrate, 1536-well (AID 1619) | 0.38% of 220,000 active | recombinant M17LAP, H-Leu-NHMec fluorogenic kinetic assay; higher % means a stronger effect | inhibition, % at 30 µM; hits with a dose series show IC50 in µM;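 active means compound inhibiting the enzyme by more than half at any dose during confirmatory dose-response retesting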;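 further: plate controls were full reaction with DMSO carrier for no effect and no enzyme background for full effect; strong numbers were not always called active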
XIAP displacement: XIAP antagonists, biochemical, IAP family, fluorescence polarization (AID 1018); XIAP BIR domain, fluorescence polarization peptide displacement; higher % means a stronger effect; displacement, % at 20 µM; hits with a dose series show IC50 in µM; 0.007% of 200,000 active; in the data active means displacement above about 50%; further: a part of the inactive calls stands beside numbers as strong as those of hits
LYP inhibition: inhibitors of LYP phosphatase, biochemical, fluorescence intensity, uHTS (AID 1779). Tyrosine-protein phosphatase non-receptor type 22 (Homo sapiens). recombinant LYP phosphatase, fluorescence intensity; higher % means a stronger effect. inhibition, % at 11.5 µM, or IC50 in µM where a hit was titrated. 0.054% of 290,000 active;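 further: plate controls were vehicle with enzyme for no effect and no enzyme for full effect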
PMI inhibitors: inhibitors of human PMI, primary screen, biochemical, fluorescence intensity, coupled assay (AID 1209) | one-dose inhibition, % at 20 µM; IC50 in µM for titrated hits | purified PMI enzyme, coupled fluorescence intensity; higher % means a stronger effect | 0.42% of 190,000 active | Mannose-6-phosphate isomerase (Homo sapiens);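 further: plate controls were DMSO vehicle for no effect and wells lacking substrate for full effect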
TNAP activators: human TNAP enzyme activators, primary screen, biochemical, luminescent, no phosphate acceptor, uHTS (AID 1001); Alkaline phosphatase, tissue-nonspecific isozyme (Homo sapiens); purified TNAP, luminescent activation assay, no phosphate acceptor; higher activation fold means a stronger effect; one-dose activation fold at 20 µM; EC50 in µM for titrated hits; 0.03% of 200,000 active; in the data active means activation fold from about 3, or a potency from the dose series; inactive means the rest, 99 in 100 with activation fold below about 1.6; further: many of its hits are not listed in these tables
WT yeast gro inh: growth inhibition of WT strain, primary screen, mitochondrial fusion inhibitor project, WT and mutant strains, chemical genetic. mitochondrial fusion phenotypic screen. inhibition, % at 10 µM. 2.1% of 190,000 active. AID 1362, 2008; in the data active means inhibition above about 58%; tested in S. cerevisiae
M1AAP inhibition: P. falciparum M1AAP inhibitors, biochemical, fluorogenic H-Leu-NHMec substrate, 1536-well (AID 1445); recombinant M1AAP, H-Leu-NHMec fluorogenic kinetic assay; higher % means a stronger effect; one-dose inhibition, % at 30 µM; IC50 in µM for titrated hits; 0.42% of 220,000 active;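 active means primary inhibition above the hit cutoff, then over 50% inhibition at one or more dose response concentrations, cut at about 23% in these data, passing the limit was not always enough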;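 further: plate controls were DMSO full reaction for no effect and no enzyme background for full effect; strong numbers were not always called active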
Yfh1-off respiration: enhancers of respiration in Yfh1-depleted yeast, dose response, Friedreich's ataxia, plus single-dose screen (AID 1465); S. cerevisiae Yfh1-off respiration, WST-1 reduction, 72 h; higher fold induction means a stronger effect; fold induction at 50 µM; hits with a dose series show EC50 in µM; 0.074% of 220,000 active;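 active means fold induction of absorbance versus untreated yeast above a set limit, then at least 30% activation at any dose in follow-up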;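 further: activators that raise dye reduction in frataxin-depleted yeast; strong numbers were not always called active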
human PMI inhibitors: human PMI inhibitors, high substrate, primary screen, biochemical, fluorescence intensity, high mannose 6-phosphate (AID 1220); one-dose inhibition, % at 20 µM; IC50 in µM for titrated hits; recombinant PMI enzyme, coupled fluorescence intensity; higher % means a stronger effect; Mannose-6-phosphate isomerase (Homo sapiens); 0.66% of 190,000 active
WT yeast gro inh mutant strain: second read-out of WT yeast gro inh, no call of its own (marks repeat the call); inhibition, %; mitochondrial fusion phenotypic screen, mutant strain inhibition
Numbers without * were called inactive; i = inactive; . = no result given. Unless noted, no stated cut-off is given here; in the data, active means inhibition above about 50%; inactive means the rest. Rows were taken by chance. Share with any hit: about 3.7%.

SMILES	P. falciparum M17LAP	XIAP displacement	LYP inhibition	PMI inhibitors	TNAP activators	WT yeast gro inh	WT yeast gro inh mutant strain	M1AAP inhibition	Yfh1-off respiration	human PMI inhibitors
O=C(Cn1cnc2ccccc2c1=O)OCC(=O)c1ccc2c(c1)OCCO2	31%	-6.6%	0%	-8%	1.2	-12	-18	0%	i	-2%
COC(=O)CNC(=O)c1cccc(-c2ccc(OC)cc2)c1	8%	3.4%	-5%	1%	1.1	7	3	0%	i	-1%
c1ccc(C2=NN(c3ccccc3)C(c3ccco3)C2)cc1 (stereo not given)	-18%	-3.8%	-12%	-28%	1.2	44	31	4%	i	-25%
O=c1[nH]c(=O)n(Cc2ccccc2)c2c1CCC2	-7%	-3.4%	-3%	-1%	1	-31	-2	6%	i	-2%
Cc1nn(C)cc1CNC(=O)Nc1ccc(Cl)cc1	4%	-2.1%	-4%	3%	1.1	9	13	-1%	i	2%
CCOc1ccc(-n2c(=S)sc3c(=O)[nH]c(SCC(=O)NC(C)CC)nc32)cc1 (stereo not given)	22%	-6.0%	10%	-3%	1.1	1	2	11%	i	-11%
CCOC(=O)CSc1nc(N)nc(C)c1Cl	3%	-12%	-3%	.	1	6	12	3%	i	.
COc1ccc(-c2nn(-c3ccccc3)cc2C2CC(c3cccs3)=NN2C(=O)CCC(=O)O)cc1 (stereo not given)	15%	.	12%	.	.	.	.	10%	i	.
Cc1ccc(N(C(=O)c2ccncc2)C2C=CS(=O)(=O)C2)cc1 (stereo not given)	1%	-5.4%	-10%	-3%	1.1	16	11	-4%	i	0%
COc1ccc(N(CCC#N)S(=O)(=O)c2ccc(Cl)cc2)cc1	-16%	-4.6%	-6%	-8%	1	-7	-9	-2%	i	-17%
O=C(O)/C=C/C(=O)NC1CC1	-17%	-4.2%	-3%	-12%	1.1	-3	5	1%	i	-18%
Cc1ccccc1NC(=O)CCN1CCCC1	-2%	-3.7%	-5%	6%	1.1	-13	2	-5%	i	5%
CC1=CC(C)(C)NC(=S)N1c1cccc(C)c1	0%	-4.8%	5%	-3%	1	18	18	7%	i	-9%
CCn1c(N2CCN(C(=S)NC)CC2)nc2ccccc21	-4%	-5.3%	-7%	7%	1	-11	-33	10%	i	4%
Cc1cc(C(=O)O)c(CSc2ncn[nH]2)o1	44%	-2.8%	-4%	3%	0.9	-26	19	9%	i	4%
Cc1ncsc1CCC(=O)N1CCCC(C(=O)c2cccc(Cl)c2)C1 (stereo not given)	4%	-4.7%	-5%	13%	1	-13	-16	0%	i	19%
Cc1ccc(CSc2nnc(C)c(=O)n2N)cc1	5%	-10%	-12%	4%	1	10	14	3%	i	-8%
c1ccc2c(c1)OCC(c1nnc3n1-c1ccccc1SC3)O2 (stereo not given)	-1%	-6.3%	-7%	-1%	1.2	31	35	0%	i	0%
CC12CCC(C(=O)NCc3ccc(Cl)cc3)(OC1=O)C2(C)C (stereo not given)	2%	-10%	-1%	6%	1.1	4	3	2%	i	2%
Cc1sc2nc(C)n(/N=C/N(C)C)c(=O)c2c1C	-1%	.	-4%	.	.	.	.	8%	i	.
COc1ccc(C(=O)NCc2ccc3c(c2)cc(C)n3C)cc1	3%	-10%	-8%	4%	1.1	2	-8	0%	i	-3%
COc1ccccc1-c1cc(C(F)(F)F)nc(S(=O)(=O)CCCC(=O)Nc2cc(C)on2)n1	5%	-6.4%	-10%	1%	1.1	18	-6	-6%	i	8%
CC1=NNC(=O)C1CC(=O)N/N=C/C(Br)=C/c1ccccc1 (stereo not given)	16%	.	-2%	.	.	.	.	7%	i	.
CN1CCN(C(=O)c2cnn3c2NC(c2ccccc2)CC3C(F)(F)F)CC1 (stereo not given)	-5%	-13%	-4%	6%	1.1	5	1	2%	i	12%
O=C(COc1ncnc2c(Cl)cc(Cl)cc12)N1CCCCC1	33%	-2.0%	-10%	3%	1.1	-2	-19	-2%	i	-9%

The list goes on, starting with the last two of the part before.
SMILES	P. falciparum M17LAP	XIAP displacement	LYP inhibition	PMI inhibitors	TNAP activators	WT yeast gro inh	WT yeast gro inh mutant strain	M1AAP inhibition	Yfh1-off respiration	human PMI inhibitors
CN1CCN(C(=O)c2cnn3c2NC(c2ccccc2)CC3C(F)(F)F)CC1 (stereo not given)	-5%	-13%	-4%	6%	1.1	5	1	2%	i	12%
O=C(COc1ncnc2c(Cl)cc(Cl)cc12)N1CCCCC1	33%	-2.0%	-10%	3%	1.1	-2	-19	-2%	i	-9%
COC(=O)CSc1nc(N2CCCCC2)c2c(c1C#N)CCCC2	-6%	1.0%	-3%	21%	1.1	12	-8	11%	i	16%
O=C(CN1C(=O)NC2(CCCCCC2)C1=O)N1CCC(Cc2ccccc2)CC1	4%	-5.0%	-7%	-8%	1.1	-6	-25	8%	i	-12%
Cn1c(=O)c2c(nc(SCC(=O)N3CCc4ccccc43)n2Cc2ccccc2)n(C)c1=O	.	-0.5%	-3%	11%	1.1	.	.	.	.	7%
COc1ccc(C(=O)CCC(=O)N2CCN(c3ccc(N4CCOCC4)nn3)CC2)cc1	-15%	-8.8%	-5%	-8%	0.8	-10	-12	5%	i	0%
CCOC(=O)Cc1csc(NC(=S)NC(=O)c2cccc([N+](=O)[O-])c2)n1	8%	-0.6%	8%	0%	0.9	-2	14	10%	i	-4%
COc1ccc(N2C(=O)CC(NC3CCCCNC3=O)C2=O)cc1 (stereo not given)	26%	-4.2%	-10%	-2%	1.1	-15	-9	7%	i	-4%
CC(=O)Oc1ccc2c(=O)c(N3C(=O)c4ccccc4C3=O)c(C)oc2c1C	-3%	-12%	-5%	14%	1.1	-15	-2	9%	i	9%
CCOC(=O)c1sc(C)c2c1NC1(CCCCC1)NC2=O	-11%	0.1%	-7%	-1%	1.1	2	1	2%	i	3%
CCN1CCCC1CNC(=O)CN1C(=O)COc2ccc(C)cc21 (stereo not given)	-6%	-5.5%	-7%	7%	1	-2	-1	8%	i	5%
CSc1cccc(NC(=O)c2ccccc2N(C)S(C)(=O)=O)c1	-2%	-2.6%	-6%	3%	1.1	17	19	2%	i	-5%
COc1ccc(-n2nc(C(=O)Nc3nc4ccc(OC)cc4s3)c3ccccc3c2=O)cc1	4%	-1.8%	-6%	12%	1	-1	-7	3%	i	7%
CC(=O)c1ccc(NC(=O)COc2ccc3c(c2)OCO3)cc1	-2%	-2.7%	-5%	10%	1.1	-1	-20	-4%	i	10%
COC(=O)c1cc2c(ccn2-c2ccc(F)cc2)n1CC(=O)N1CCN(C(=O)c2ccco2)CC1	5%	-4.1%	-1%	14%	1.1	-3	6	2%	.	10%
COc1ccccc1Sc1nc(-c2ccccn2)ncc1OC	20%	-9.1%	4%	-10%	1	57	15	-6%	i	-3%
O=C(NCc1ccccc1)N[C@@H](Cc1c[nH]c2ccccc12)C(=O)O	20%	-8.0%	-11%	6%	1.1	17	25	2%	i	7%
CC(C)c1ccc(C(=O)NC(=S)Nc2ccc3[nH]c(=O)[nH]c3c2)cc1	3%	.	4%	.	.	.	.	11%	i	.
CC1=C(C(=O)OC(C)C)C(c2cccnc2)n2ncnc2N1 (stereo not given)	4%	-2.7%	-5%	2%	1.2	13	-5	-1%	i	2%
Nc1cc(=O)nc(SCC(=O)Nc2ccccc2)n1-c1ccccc1	22%	1.3%	-2%	-5%	1.1	-12	-9	6%	i	-5%
CCCn1nnnc1-c1cccc(Cl)c1	1%	-2.7%	-8%	-4%	1	.	.	-4%	i	-2%
CC(=C/c1ccccc1)/C=N/N1CCN(Cc2ccc(C)cc2)CC1	-7%	.	-6%	.	.	.	.	-3%	i	.
Cc1nc2sc(-c3ccccc3)cc2c(=O)[nH]1	6%	-2.5%	1%	1%	1.1	6	-5	11%	i	1%
COc1ccc2c(c1)-c1c(sn(-c3ccc(OC)c(OC)c3)c1=S)C(C)(C)N2	-8%	-3.4%	4%	9%	0.9	27	39	15%	i	10%
COc1cc(C2C(C(=O)N3CCOCC3)=C(C)NC3=C2C(=O)CCC3)ccc1OC(C)=O (stereo not given)	-17%	-5.4%	-5%	13%	1.1	5	17	4%	i	2%
CCCOc1ccc(CN(CCO)CCO)cc1[N+](=O)[O-]	14%	-7.1%	-10%	-17%	1.1	13	8	7%	i	-9%
Cc1cccc(NC(=S)NNC(=O)c2ccc(Br)o2)c1	12%	-7.9%	-8%	-3%	1.1	-5	-5	-16%	i	8%

Three entries from above, sorted by the value under WT yeast gro inh mutant strain, highest first.
SMILES,WT yeast gro inh mutant strain
COc1ccccc1Sc1nc(-c2ccccn2)ncc1OC,15
COc1ccccc1-c1cc(C(F)(F)F)nc(S(=O)(=O)CCCC(=O)Nc2cc(C)on2)n1,-6
Nc1cc(=O)nc(SCC(=O)Nc2ccccc2)n1-c1ccccc1,-9

(list continues)
SMILES	P. falciparum M17LAP	XIAP displacement	LYP inhibition	PMI inhibitors	TNAP activators	WT yeast gro inh	WT yeast gro inh mutant strain	M1AAP inhibition	Yfh1-off respiration	human PMI inhibitors
COc1cc(C)nc(N2CCC(C(=O)NC3CCCCC3)CC2)n1	-5%	-5.4%	-15%	9%	1.1	-1	7	-3%	i	4%
Nc1c([N+](=O)[O-])c(=O)sc2ccccc12	4%	-5.5%	-6%	-1%	1.1	6	9	4%	i	-1%
Cn1cccc1Cc1nnc(SCC(=O)Nc2cccc(Cl)c2)n1-c1ccc(F)cc1	3%	-3.8%	5%	19%	1.1	3	4	2%	i	20%
Cc1c(NC(=S)N/N=C\c2ccccc2O)c(=O)n(-c2ccccc2)n1C	10%	-1.9%	5%	-12%	2.6	-12	-15	-9%	i	-35%
COc1cccc(NC(=O)Nc2cccn(Cc3ccccc3)c2=O)c1	-6%	-0.2%	3%	-4%	1	3	-13	-1%	i	-4%
O=C(CNC(=O)c1ccccc1)OC(C(=O)Nc1cc(C(F)(F)F)ccc1Cl)c1ccccc1 (stereo not given)	4%	-2.2%	-4%	21%	1	13	-5	7%	i	16%
Cc1cc(C)n(-c2nc(C)nc3c2cnn3-c2ccccc2)n1	-8%	-4.5%	4%	13%	1	65*	2.5*	3%	.	16%
COc1ccc(CCNC(=O)COc2ccc(-c3ccc(C)cc3)cc2)cc1OC	1%	-3.9%	-5%	-20%	0.9	8	-18	-4%	i	-5%
Cc1cc(C(=O)CSc2ccc(Cl)cc2)cc(C)c1OC(=S)N(C)C	-4%	0.7%	2%	8%	1.1	17	4	5%	i	1%
Cn1c(SCC(=O)OC2CCCCC2)nnc1-c1ccc2c(c1)OCO2	6%	1.8%	-7%	-2%	1.1	-2	7	16%	i	4%
CCc1ccc(NC(=O)CCNS(=O)(=O)c2cccc3nonc23)cc1	-1%	-2.3%	-6%	10%	1.1	11	6	-4%	i	11%
O=C(C1CCCN(S(=O)(=O)c2cccc3nsnc23)C1)N1CCc2ccccc21 (stereo not given)	0%	-3.3%	-5%	7%	1.1	7	-21	8%	.	8%
CCOC(=O)c1c(NC(=S)Nc2ccc(OC)cc2)sc2c1CCCCC2	8%	-27%	-3%	21%	1	-12	-7	-7%	i	15%
